# Assay outcomes (PubChem BioAssay)
# NPY-Y1 antag = antagonists of human neuropeptide Y receptor Y1 | P25929 | HEK293-CNG Y1 cells, membrane potential fluorescence; NPY at EC95, then isoproterenol | inhibition, % at 3.6 µM | hit rate 1% among 200,000 | AID 1040;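 active = inhibition above the campaign mean inhibition of all tested compounds plus 3 SD, cut at about 20% in these data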;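 also: 0% = DMSO wells given NPY plus isoproterenol and 100% = isoproterenol alone without NPY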
#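 Material: HEK293 Y1/CNG channel cell line | Also added: NPY (25 nM), isoproterenol (1 µM), Ro 20-1724 (25 µM) | Compound: One concentration, 3.6 µM, in 0.4% DMSO | Schedule: 3 h dye uptake, 1 h room-temperature compound, 45 min post-isoproterenol | Signal: Membrane-potential fluorescent dye readout | Read-out: % inhibition of NPY effect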
# S1P4 antagonist = blocks the human S1P4 receptor. O95977. S1P4-expressing cells, antagonist mode, reporter read-out. inhibition, % at 4.98 µM. hit rate 0.26% among 220,000; in the data active = inhibition above about 29%;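 also: 0% = wells stimulated with agonist and 100% = vehicle wells without agonist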
# Target sequence (O95977 whole entry, looked up): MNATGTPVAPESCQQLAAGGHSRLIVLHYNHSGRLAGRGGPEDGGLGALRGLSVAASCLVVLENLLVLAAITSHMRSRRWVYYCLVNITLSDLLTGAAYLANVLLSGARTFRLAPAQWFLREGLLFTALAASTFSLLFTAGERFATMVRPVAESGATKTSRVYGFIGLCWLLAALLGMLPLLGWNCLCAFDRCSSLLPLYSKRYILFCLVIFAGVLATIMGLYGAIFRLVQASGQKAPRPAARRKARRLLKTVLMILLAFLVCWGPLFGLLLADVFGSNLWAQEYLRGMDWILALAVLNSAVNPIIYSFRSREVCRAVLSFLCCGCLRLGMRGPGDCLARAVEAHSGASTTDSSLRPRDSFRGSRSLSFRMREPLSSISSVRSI
# S1P4 ag = human S1P4 receptor agonism; O95977; S1P4-expressing cell line, agonist reporter assay; activation, % at 4.98 µM; hit rate 0.35% among 220,000; AID 1509; in the data active = activation above about 11%;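 also: 0% = DMSO vehicle and 100% = reference agonist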
# TRPML3 ag = agonists of human TRPML3 channel; activation, % at 3 µM; Q8TDD5; HEK293 TRPML3-YFP, Fluo-8 calcium fluorescence; 100% = the carbachol control signal; hit rate 0.29% among 220,000; AID 1448;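 active = activation above its plate's cutoff, the mean activation of the plate's test wells plus 3 SD, cut at about 12% in these data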;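 also: 0% = DMSO only wells and 100% = carbachol wells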
# Target sequence (Q8TDD5 whole entry, looked up): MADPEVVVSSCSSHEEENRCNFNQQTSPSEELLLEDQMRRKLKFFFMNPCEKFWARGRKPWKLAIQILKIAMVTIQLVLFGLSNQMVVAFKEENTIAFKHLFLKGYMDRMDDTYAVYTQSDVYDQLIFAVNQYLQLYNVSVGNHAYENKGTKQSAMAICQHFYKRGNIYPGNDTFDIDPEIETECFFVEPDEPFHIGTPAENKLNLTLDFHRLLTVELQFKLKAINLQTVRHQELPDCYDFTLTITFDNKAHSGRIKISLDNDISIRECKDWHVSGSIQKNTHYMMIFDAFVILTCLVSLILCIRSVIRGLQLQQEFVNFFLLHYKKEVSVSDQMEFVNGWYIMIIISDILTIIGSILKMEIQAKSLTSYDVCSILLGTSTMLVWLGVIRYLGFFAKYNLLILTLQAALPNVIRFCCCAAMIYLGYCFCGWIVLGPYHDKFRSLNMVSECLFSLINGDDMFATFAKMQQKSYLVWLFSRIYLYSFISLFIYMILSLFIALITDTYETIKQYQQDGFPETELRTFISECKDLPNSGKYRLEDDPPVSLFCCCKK
#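 system = HEK293 cells stably carrying human TRPML3-YFP | doses = one concentration, 3 µM nominal, 0.3% DMSO | timing = dye loading 1 h 37 °C then 30 min ambient, 125 s read | detection = Fluo-8 calcium dye fluorescence, ex 470-495, em 515-575 nm | benchmarks = high control carbachol 87 µM, low control DMSO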
# CHOP inhibitor = CHOP inhibition in unfolded protein response; CHO-K1 CHOP-promoter luciferase, tunicamycin-induced, 15-18 h; inhibition, % at 10 µM; AID 2732; hit rate 3.8% among 220,000;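 active = compounds that reduced the stress-induced luciferase reporter signal by more than about 70% of percent inhibition, limit read from the data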;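 also: 0% = tunicamycin plus vehicle and 100% = wells without tunicamycin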
# zfTRPN1 agonist = activates the zebrafish TRPN1 channel. HEK293 zebrafish TRPN1-YFP, Fluo-8 calcium fluorescence; 100% = response to 87 µM carbachol. activation, % at 3 µM. hit rate 0.18% among 220,000;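 active = activation above its plate's cutoff, the mean activation of test wells on that plate plus 3 SD, cut at about 19% in these data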;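 also: 0% = DMSO alone and 100% = 87 µM carbachol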
#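 Material: zebrafish TRPN1-YFP in HEK293 cells; Doses: single test compound dose, 3 µM nominal, 0.3% DMSO; Timing: dye loading 1 h at 37 °C, then 30 min room temperature; Technique: intracellular calcium fluorescence with Fluo-8; Benchmarks: high carbachol 87 µM, low DMSO alone.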
# NPY1 pot ag = potentiators or agonists of human neuropeptide Y receptor Y1 | NPY-Y1 expressing cells, potentiator/agonist activation | hit rate 0.37% among 220,000 | activation, % at 3.6 µM; in the data active = activation above about 33%, passing the limit was not always enough;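 also: cells stimulated with NPY at EC10 then isoproterenol at EC100; 0% = low agonist plus stimulus and 100% = saturating agonist plus stimulus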
# NPY2 pot ag = human NPY-Y2 potentiation or agonism, primary screen; P49146; cells expressing NPY-Y2, potentiator/agonist read-out; activation, % at 3.6 µM; hit rate 0.45% among 220,000; AID 1359; in the data active = activation above about 27%;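 also: cells stimulated with NPY near EC25 plus isoproterenol at EC100; 0% = vehicle plus submaximal agonist and 100% = vehicle plus saturating agonist; some results beyond the cut were filed as inactive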
# EP2 modulator = modulators of human EP2 prostaglandin E2 receptor | EP2-expressing cells, cAMP HTRF FRET, PGE2 co-stimulation | induction, % at 25 µM | hit rate 0.83% among 260,000;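 active = compounds whose cAMP rise, as percent of the full-agonist control response, exceeds 60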;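 also: rat C6 glioma line stably carrying human EP2 under a CMV promoter; the protocol text gives 20 µM as final concentration; 100% = response of wells given 1 µM PGE2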
# Numbers without * were called inactive; / = not tested or not shown; & = joins results of further samples. No enrichment for hits. Share with any hit: about 6.5%.
SMILES,NPY-Y1 antag,S1P4 antagonist,S1P4 ag,TRPML3 ag,CHOP inhibitor,zfTRPN1 agonist,NPY1 pot ag,NPY2 pot ag,EP2 modulator
Nc1c(C(=O)NCc2ccc3c(c2)OCO3)nnn1Cc1cccc(F)c1,/,-11,-1.4,0.7,5,0.9,16,6,-30
Clc1ccc(Cn2ccc(C3CC3)n2)cc1,4,6,-0.7,-0.2,-2,-1.8,1,9,1
Cn1nc(OCC(N)=O)ccc1=O,2,-18,0.9,0.0,12,0.0,-19,6,35&-26
COc1ccccc1N1CCN(C(=O)Nc2ccc([N+](=O)[O-])cc2)CC1,-1,-11,0.1,1.0,-10,1.8,-5,5,-5
O=C(CN1C(=O)c2ccccc2S1(=O)=O)Nc1cccnc1,1,3,-1.1,1.0,15,-1.9,8,19,4
O=C(COc1ccccc1Cl)N1CCN(c2ncccn2)CC1,2,-3,0.6,0.6,23,0.0,-3,8,23
CCOC(=O)/C=c1\s/c(=C\c2ccc(C#N)cc2)c(=O)n1CC(=O)Nc1cccc(C)c1C,-2,-7,0.0,1.3,26,1.5,9,2,18
O=C(Nc1ccccc1)c1ncoc1-c1ccc(Cl)cc1,/,-4,1.2,1.1,4,-1.2,4,-11,-28
CC(=O)Oc1ccc(N(c2ccccc2)S(=O)(=O)c2ccc(C)cc2)cc1,2,-1,-3.1,-0.2,9,-1.0,3,10,61*
O=C(c1ncc[nH]1)c1cccs1,/,-6,0.5,0.0,-8,2.0,1,11,10
O=C(Cn1nc(-c2ccccc2)c2ccccc2c1=O)NN1CCOCC1,/,6,0.5,-0.5,-6,0.9,0,-11,-15
CC1(C)N=C(N)N=C(N)N1c1ccc(C(=O)O)cc1,-1,-9,-1.1,0.3,-1,0.4,-4,-8,20
O=C(CN1C(=O)c2ccccc2C1=O)Nc1ccc(N2CCOCC2)cc1,2,-12,-0.4,0.2,4,1.0,-1,10,4
O=C(NCCC1=CCCCC1)C1CC(=O)N(C2CCCCC2)C1 (stereo not drawn),-2,-9,-1.9,1.2,-9,0.2,13,6,31
Cc1ccc(S(=O)(=O)N2CCN(C(=O)C3CCN(C(=O)c4ccccc4C)CC3)CC2)cc1C,-1,0,1.5,0.0,36,2.1,7,6,-31
CCn1c(SCC(=O)N2CCCCC2C)nnc1-c1ccc(S(=O)(=O)N2CCN(C)CC2)cc1 (stereo not drawn),2,-17,-0.6,0.0,-3,1.1,0,4,-6
COc1cc2c(cc1NC(=O)COc1ccc3ccccc3c1)oc1ccccc12,1,-4,1.6,0.5,38,1.4,10,-6,42
CCOC(=O)c1cc2c(=O)n3ccccc3nc2n(CCCOC)c1=NC(=O)C(C)(C)C,4,-14,16*,-0.5,8,-0.6,30,-25,4
Cc1ccc(OCC(=O)c2cc(C)n(CC(F)(F)F)c2C)c([N+](=O)[O-])n1,2,1,0.9,1.6,21,3.1,-2,-13,-13
CCOC(=O)c1ccc(NC(=O)c2nn(C)cc2Br)cc1,-4,-23,0.2,0.5,21,0.4,-24,-11,-30
N#CCCN1CCN(Cc2cc(-c3ccccc3)ccc2O)CC1,5,39*,-1.1,0.0,12,1.5,-9,-49,-2
CCOc1ccccc1N(CC(=O)N/N=C/c1cc(Br)ccc1OC)S(C)(=O)=O,0,3,1.5,-0.1,36,-1.5,-5,-8,-6
COc1ccc(C(=O)c2ccc(OC)c(OC)c2)cc1OC,0,6,1.6,0.2,13,0.5,-1,-12,23
CCOC(=O)C1C(=O)Oc2ccc3ccccc3c2C1C1CCOC1=O (stereo not drawn),3,-27,1.3,-0.2,18,-0.6,5,5,10
CN(C[C@H](Cc1ccccc1)N(C[C@H](Cc1ccccc1)N(CC1(c2ccccc2)CC1)N=O)N=O)N=O,2,-7,2.0,0.9,30,1.3,17,-16,21

# In another format: results already given
# Each structure is followed by: NPY-Y1 antag, S1P4 antagonist, S1P4 ag, TRPML3 ag, CHOP inhibitor, zfTRPN1 agonist, NPY1 pot ag, NPY2 pot ag, EP2 modulator
> CCOC(=O)c1cc2c(=O)n3ccccc3nc2n(CCCOC)c1=NC(=O)C(C)(C)C
 : 4, -14, 16*, -0.5, 8, -0.6, 30, -25, 4
> O=C(CN1C(=O)c2ccccc2S1(=O)=O)Nc1cccnc1
 : 1, 3, -1.1, 1.0, 15, -1.9, 8, 19, 4

# Further entries
SMILES,NPY-Y1 antag,S1P4 antagonist,S1P4 ag,TRPML3 ag,CHOP inhibitor,zfTRPN1 agonist,NPY1 pot ag,NPY2 pot ag,EP2 modulator
Cc1cc(C)c(-c2csc(NC(=O)/C=C/c3cccs3)n2)c(C)c1,-6,-27,1.5,2.8,64,1.1,12,13,1
Cc1cc(C(=O)COC(=O)C2=NNC(=O)CC2)c(C)n1-c1ccccc1,-1,8,1.8,0.0,-1,-0.8,-31,6,22
Cc1cc(/C=C(\C#N)c2nnc(N3CCOCC3)n2-c2ccccc2)c(C)n1-c1ccccc1,6,-7,-1.3,0.4,3,1.4,25,25,-3
CCOC(=O)C1(CCOC)CCN(Cc2ccc(C(=O)OC)cc2)CC1,-1,-5,0.6,0.0,11,-0.7,11,9,-6
COc1ccc2sc(N3C(=O)CC(Cc4cccc(C)c4)C3=O)nc2c1 (stereo not drawn),11,-16,2.4,-0.9,34,-0.3,-25,-27,-41
C=CCC(NCc1ccco1)c1ccc(OC)cc1 (stereo not drawn),9,-8,-0.1,0.6,10,-0.4,21,-1,19
Cc1ccc(-c2cc(=O)c3ccccc3[nH]2)cc1,-1,11,1.3,0.1,0,0.3,6,-4,9
COc1cc(/C=C/C(=O)NC(C)C)ccc1OCc1ccccc1,4,-9,-1.1,-0.7,22,-0.6,-18,-1,-13
O=C(CSc1nc2ccccc2o1)Nc1ccccc1,10,-7,-0.3,-0.4,-11,-1.2,-8,9,2
CC(=O)c1ccccc1NC(=O)COC(=O)/C=C/c1ccc(C)o1,19,-4,0.6,0.2,27,-1.7,-20,-13,8
Cc1[nH]n(-c2ccccc2)c(=O)c1CCO,-1,-16,2.2,1.0,-5,1.0,10,-5,12
Cc1ccc(CNC(=O)C2CCC(=O)N2CCc2ccccc2)cc1 (stereo not drawn),7,-1,-1.9,-0.2,-1,1.7,43,1,28
CCCN(CCC)C(=O)CC(c1ccccc1)c1cc(Br)ccc1O (stereo not drawn),1,-3,-2.3,-0.8,92*,-1.7,-6,-1,49
CS(=O)(=O)N1CCc2cc(C(=O)N3CCOCC3)ccc21,-1,2,27*,1.0,1,-0.4,17,-5,24
CSC(=NCc1cccnc1)NS(=O)(=O)c1cccs1,-5,-7,1.1,1.1,14,-0.3,-13,-6,24
CCC(C)(C(=O)NC1CCCC1)N(C(=O)CNC(C)=O)c1ccc(C)cc1 (stereo not drawn),3,-3,0.9,0.6,63,0.9,5,10,11
CCOc1ccc(-c2nnc(N)s2)cc1,-2,-2,0.1,-0.7,0,-1.9,22,-2,-9
CS(=O)(=O)c1ccccc1C(=O)NC1CCCc2ccccc21 (stereo not drawn),-2,-4,-0.7,0.6,9,0.5,1,-9,3
CN(C)c1cccc2c(C=C(C#N)C#N)ccc(N(C)C)c12,2,-7,1.6,1.0,-26,-0.5,-7,9,-15
COc1ccc(OC)c(/C=N/NC(=O)c2cnccn2)c1,/,2,-0.5,0.6,13,2.2,0,9,-20
O=C(Nc1ccc(Cl)c([N+](=O)[O-])c1)ONC1=NCCCCC1,3,-4,1.2,0.5,-4,1.6,-6,-4,-55
CCOC(=O)c1sc2ncnc(N3CCN(c4ccc(OC)cc4)CC3)c2c1C,0,5,0.4,-1.3,15,-0.2,4,0,-29
CS(=O)(=O)Nc1cccc(C2=NN(S(=O)(=O)c3ccc(F)cc3)C(c3cccs3)C2)c1 (stereo not drawn),8,-4,0.5,-0.1,14,-0.9,7,-8,3
CC(C)CO/C(=N/S(=O)(=O)c1ccccc1)c1ccccc1,-5,1,1.3,1.0,46,-1.0,-13,-4,65*
O=C(CN1C(=O)/C(=C\C=C\c2ccccc2)SC1=S)Nc1ccc(F)cc1,0,-26,1.3,0.1,89*,0.2,0,6,-5
O=C(Nc1cc(Cl)cc(Cl)c1)C(NCCCO)c1ccccc1 (stereo not drawn),-1,13,1.4,-0.1,30,-2.2,7,5,-24
COc1ccc(S(=O)(=O)N2CCc3ccccc3C2)cc1OC,1,-2,0.4,0.0,20,-0.5,-5,-5,19
COC(=O)c1ccc(NC(=O)CSc2nnc(-c3ccccc3)n2C)cc1,-1,-12,-0.6,0.1,3,-0.5,2,3,-6
Cc1cc(-c2nnc3n2N=C(c2ccc(-c4ccccc4)cc2)CS3)n[nH]1,4,-5,2.1,-1.2,-18,-2.8,-2,-6,-34

# Quoted from the results shown (15 entries):
SMILES,NPY-Y1 antag,S1P4 antagonist,S1P4 ag,TRPML3 ag,CHOP inhibitor,zfTRPN1 agonist,NPY1 pot ag,NPY2 pot ag,EP2 modulator
CSC(=NCc1cccnc1)NS(=O)(=O)c1cccs1,-5,-7,1.1,1.1,14,-0.3,-13,-6,24
CCC(C)(C(=O)NC1CCCC1)N(C(=O)CNC(C)=O)c1ccc(C)cc1 (stereo not drawn),3,-3,0.9,0.6,63,0.9,5,10,11
CCOc1ccc(-c2nnc(N)s2)cc1,-2,-2,0.1,-0.7,0,-1.9,22,-2,-9
CS(=O)(=O)c1ccccc1C(=O)NC1CCCc2ccccc21 (stereo not drawn),-2,-4,-0.7,0.6,9,0.5,1,-9,3
CN(C)c1cccc2c(C=C(C#N)C#N)ccc(N(C)C)c12,2,-7,1.6,1.0,-26,-0.5,-7,9,-15
COc1ccc(OC)c(/C=N/NC(=O)c2cnccn2)c1,/,2,-0.5,0.6,13,2.2,0,9,-20
O=C(Nc1ccc(Cl)c([N+](=O)[O-])c1)ONC1=NCCCCC1,3,-4,1.2,0.5,-4,1.6,-6,-4,-55
CCOC(=O)c1sc2ncnc(N3CCN(c4ccc(OC)cc4)CC3)c2c1C,0,5,0.4,-1.3,15,-0.2,4,0,-29
CS(=O)(=O)Nc1cccc(C2=NN(S(=O)(=O)c3ccc(F)cc3)C(c3cccs3)C2)c1 (stereo not drawn),8,-4,0.5,-0.1,14,-0.9,7,-8,3
CC(C)CO/C(=N/S(=O)(=O)c1ccccc1)c1ccccc1,-5,1,1.3,1.0,46,-1.0,-13,-4,65*
O=C(CN1C(=O)/C(=C\C=C\c2ccccc2)SC1=S)Nc1ccc(F)cc1,0,-26,1.3,0.1,89*,0.2,0,6,-5
O=C(Nc1cc(Cl)cc(Cl)c1)C(NCCCO)c1ccccc1 (stereo not drawn),-1,13,1.4,-0.1,30,-2.2,7,5,-24
COc1ccc(S(=O)(=O)N2CCc3ccccc3C2)cc1OC,1,-2,0.4,0.0,20,-0.5,-5,-5,19
COC(=O)c1ccc(NC(=O)CSc2nnc(-c3ccccc3)n2C)cc1,-1,-12,-0.6,0.1,3,-0.5,2,3,-6
Cc1cc(-c2nnc3n2N=C(c2ccc(-c4ccccc4)cc2)CS3)n[nH]1,4,-5,2.1,-1.2,-18,-2.8,-2,-6,-34
